# Screening results as filed in PubChem.
# Mm-Cpn inhibitor = Inhibitors of TCP-1 ring complex (TRiC) of Methanococcus maripaludis (MmCpn): qHTS. Chaperonin Mm-Cpn (Methanococcus maripaludis). purified Mm-Cpn ATPase, ADP Transcreener TR-FRET. Potency, µM (top dose mostly 76.9 µM), without a hit: top-dose activity, negative = inhibition, usual class: inhibitors. 330,000 compounds, 0.031% hits. AID 504842, 2011; further: potency means the concentration at half of the fitted maximal effect; on the % scale 0 is the no-effect control and ±100 the full control effect; nearly all actives have a fitted effect of over 80% in size
#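 Purified archaeal chaperonin (25 nM final) was preincubated with compound for 10 min at 37°C, then ATP (10 uM final) was added for 30 min at 37°C in Tris pH 7.4/KCl/MgCl2/DTT buffer. ADP was quantified by HTRF Transcreener TR-FRET.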
# TDP43 rescue = qHTS of TDP-43 Inhibitors | Potency, µM (titrated, usually from 46.1 µM), without a hit: top-dose growth rescue (activation), usual class: activators | TDP-43 expressing yeast growth rescue, BacTiter-Glo, 24 h | 410,000 compounds, 1.8% hits; further: potency means the concentration at half of the fitted maximal effect; % of control where 0% means no effect; nearly all actives have a fitted effect of over 50% in size
#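 Luminescence from BacTiter-Glo reports growth of TDP-43-expressing yeast after 24 hr at 30 deg C with compound. Cells were raffinose-pregrown to mid-log, then seeded in galactose medium at OD600=0.02.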
# FUS suppressor = qHTS for Suppressors of FUS Proteinopathy: Primary screen using FUS-linked yeast assay. S. cerevisiae FUS-expressing, growth rescue, OD600, 24 h. Potency, µM (series often up to 76.6 µM), without a hit: at the highest dose growth rescue (activation), usual class: activators. 390,000 compounds, 0.24% hits. AID 1347120, 2019;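 further: potency means the concentration at half of the fitted maximal effect; plate controls were DMSO vehicle for no effect and reference control for full effect; nearly all actives have a fitted effect of over 55% in size; some results filed as inactive show a strong effect at the top dose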
#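 Absorbance at 600 nm, taken 24hr after compound addition, measured rescue of FUS-yeast growth at 30C. Induction used 2% galactose with seeding at OD 0.005. Controls: CP55940 from 92uM final, DMSO only.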
# Abeta rescue = qHTS for compounds that reverse cellular toxicity of Amyloid beta (A-beta) peptide in yeast: Primary Screen; yeast expressing A-beta42, growth rescue, OD600, 48 h; response scale: 0% DMSO, 100% iron-clioquinol control; Potency, µM (highest dose often 46.1 µM), for inactives: at the highest dose growth rescue, actives largely listed as activators; 410,000 compounds, 0.063% hits; further: potency means the concentration at half of the fitted maximal effect; nearly all actives have a fitted effect of over 55% in size
#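 Yeast growth medium received pinned compounds, then yeast cells expressing toxic A-beta were added; plates incubated at 30 C for 48 hr. Growth read as absorbance at 600 nm, normalized to DMSO and equimolar FeCl3 plus clioquinol controls.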
# PTHR1 agonist = qHTS for PTHR1 Agonists: Primary Screen | Parathyroid hormone/parathyroid hormone-related peptide receptor (Homo sapiens), Q03431 | HEK293 GP2 PTHR1 cells, GloSensor cAMP luminescence, 1 h | Potency, µM (highest dose often 115 µM), for the others: top-dose activation, hits mostly activators | 410,000 compounds, 0.075% hits; further: potency means the concentration at half of the fitted maximal effect; nearly all actives have a fitted effect of over 55% in size; some results filed as inactive show a strong effect at the top dose; inactives centre near -15; many of its hits are not listed in these tables
# Target sequence (Q03431 whole entry, looked up): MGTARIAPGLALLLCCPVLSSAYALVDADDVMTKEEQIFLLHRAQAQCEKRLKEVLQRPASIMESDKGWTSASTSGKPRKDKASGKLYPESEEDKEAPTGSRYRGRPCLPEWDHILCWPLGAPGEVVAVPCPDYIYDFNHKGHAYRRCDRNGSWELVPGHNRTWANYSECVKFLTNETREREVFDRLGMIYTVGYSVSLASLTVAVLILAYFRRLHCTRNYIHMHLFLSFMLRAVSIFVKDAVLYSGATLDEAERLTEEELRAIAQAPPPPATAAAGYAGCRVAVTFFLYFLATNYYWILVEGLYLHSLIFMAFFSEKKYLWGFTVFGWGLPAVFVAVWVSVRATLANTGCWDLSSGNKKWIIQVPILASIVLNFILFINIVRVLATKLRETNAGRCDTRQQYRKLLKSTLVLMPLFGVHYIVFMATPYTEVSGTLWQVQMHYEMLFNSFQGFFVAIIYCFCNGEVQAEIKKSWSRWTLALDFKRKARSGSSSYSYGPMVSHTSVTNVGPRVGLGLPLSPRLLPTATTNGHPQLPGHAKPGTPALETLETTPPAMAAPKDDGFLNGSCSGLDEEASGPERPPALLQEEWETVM
#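 HEK-293-derived GP2 cells expressing PTHR1 and a GloSensor cAMP reporter, 3,000/well, plated overnight, given luciferin plus IBMX (each 0.5 mM as added) for 1 h at 37 °C, then compound for 1 h at 37 °C. Luminescence was read after 15 min at room temperature.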
# GLP1R inv ag = qHTS of GLP-1 Receptor Inverse Agonists (Inhibition Mode); Glucagon-like peptide 1 receptor (Homo sapiens), P43220; Potency, µM (series often up to 38.3 µM), inactives show at the top dose activity change, negative = inhibition, hits mostly inhibitors; HEK293 GLP-1R CRE-luciferase, luminescence, 24 h; GLP-1R form is constitutively active; 410,000 compounds, 1.6% hits; further: potency means the concentration at half of the fitted maximal effect; on the % scale 0 is the no-effect control and ±100 the full control effect; nearly all actives have a fitted effect of over 55% in size
# Target sequence (P43220 whole entry, looked up): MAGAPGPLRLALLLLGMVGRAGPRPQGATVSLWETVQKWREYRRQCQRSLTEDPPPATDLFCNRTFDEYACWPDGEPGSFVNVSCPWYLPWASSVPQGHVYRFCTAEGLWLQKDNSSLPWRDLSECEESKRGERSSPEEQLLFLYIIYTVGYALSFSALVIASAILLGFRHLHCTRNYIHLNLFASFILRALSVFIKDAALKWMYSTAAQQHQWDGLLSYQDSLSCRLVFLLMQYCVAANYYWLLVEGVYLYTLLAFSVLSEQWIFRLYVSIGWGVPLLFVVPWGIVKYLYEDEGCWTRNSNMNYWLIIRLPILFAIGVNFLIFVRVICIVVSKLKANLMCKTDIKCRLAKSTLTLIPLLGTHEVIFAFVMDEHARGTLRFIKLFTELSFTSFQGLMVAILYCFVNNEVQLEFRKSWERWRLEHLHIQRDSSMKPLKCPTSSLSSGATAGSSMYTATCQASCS
#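 Readout was luciferase luminescence, measured 12 min after detection reagent at room temperature. Beforehand, GLP-1R reporter HEK293 cells had sat 12 h, then received compounds for 24 hr at 37 deg C.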
# Akt phos inh = HTS Assay for Inhibitors of Akt Phophorylation: Primary Screen. Neuro2A IGF-stimulated pAkt S473 HTRF, 20 min; stronger effect = lower value. activity change, % for hits at 50 µM. 360,000 compounds, 0.32% hits. AID 651550, 2012; in the data active means activity change below about -80%; inconclusive means mostly about -51% to -80%; further: on the % scale 0 is the no-effect control and ±100 the full control effect
#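 Single-point screen (50 µM final compound) in Neuro2A cells stimulated 20 min with 6 nM IGF at 37 deg C. After lysis, Ser473-phosphorylated Akt read by HTRF (ex 330 nm, em 615/665 nm) as the 665/615 ratio.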
# GLP1R cytotox = qHTS of GLP-1 Receptor Inverse Agonists: Cytotox Screen. HEK293 cAMP-luciferase reporter cells, luminescence, 24 h. Potency, µM (highest dose often 38.3 µM), without a hit: top-dose activity change, negative = inhibition, actives largely listed as inhibitors. 410,000 compounds, 0.13% hits;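 further: loss of luciferase light is scored as toxicity; potency means the concentration at half of the fitted maximal effect; on the % scale 0 is the no-effect control and ±100 the full control effect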
#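 Step one: seed cells (200 cells/uL, DMEM with 10% Nu serum, 1% pen-strep). Step two: 12-hour incubation at 37 deg C. Step three: pin 23 nL compound, incubate 24 hr. Step four: add luciferase reagent, read luminescence 12 min later.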
# aSyn yeast inh = qHTS of alpha-syn Inhibitors | Yeast expressing alpha-synuclein, growth rescue, BacTiter-Glo, 24 h | Potency, µM (doses to about 46.1 µM), for the others: at the highest dose growth rescue (activation), usual class: activators | 370,000 compounds, 0.14% hits; further: potency means the concentration at half of the fitted maximal effect; % of control where 0% means no effect; nearly all actives have a fitted effect of over 65% in size
#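 Rescue of yeast growth: cells expressing toxic alpha-synuclein, induced in galactose at OD600 0.02, incubated with compound 24 h at 30 C. ATP luminescence quantified growth; inhibitors of toxicity appear as activators.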
# Numbers without * were called inactive; i = inactive; u = inconclusive; x = not tested or not shown; [ ] = another dose, or the depositor's remark. Unless noted, the call rests on the fitted dose curve; in most records, active means well fitted curve in the direction sought with a large enough effect; inconclusive means small, poorly fitted or top-dose-only effect, or another doubt; inactive means no such curve, though single readings can be large; an effect the other way counts as inactive or inconclusive. This is a subset; rates above refer to the full screens.
SMILES,Mm-Cpn inhibitor,TDP43 rescue,FUS suppressor,Abeta rescue,PTHR1 agonist,GLP1R inv ag,Akt phos inh,GLP1R cytotox,aSyn yeast inh
COc1ccccc1-c1cc(C(=O)Nc2c(C)nn(Cc3ccc(Cl)cc3)c2C)no1,x,10.0%,9.4%,u,-94.7%[inhibitor],-8.8%,x,12.3%,x
CCCSc1nnc(CSc2nc3ccccc3s2)n1-c1ccccc1,1.4%,u,15.4%,-0.9%,i,-29.2%,i,5.0%,6.4%
COCCCNC(=O)c1ccc2c(=O)n(Cc3ccc4c(c3)OCO4)c(=S)[nH]c2c1,0.6%,3.2%,-5.9%,9.0%,i,0.0%,x,-13.2%,x
CN(C)c1cccc(/C=C(\C#N)c2ccccc2)c1,-1.1%,4.5%,-17.0%,-23.4%,-91.8%[inhibitor],u,i,u,-6.3%
CN(C)C(CNC(=O)C1CCCN(C(=O)c2ccc(Cl)cc2)C1)c1ccco1 (configuration not stated),0.9%,-16.7%,29.4%,14.2%,-5.2%[57.5 µM],0.8%,i,7.1%,-2.0%
Cc1ccccc1C(=O)c1cccn1CC(=O)NCCCc1ccccc1,-4.4%,14.2%,28.8%,-3.7%,i,u,i,-13.6%,-4.5%
CCCCOC(=O)Nc1cc(C(=O)OC)ccc1C(=O)OC,-0.5%,-1.7%,13.7%,2.9%,-30.9%[57.5 µM],-4.1%,i,-8.8%,1.6%
CCC1CN(C(=O)N2CCC(C(=O)NCCc3ccc(C)cc3)CC2)c2ccccc2O1 (configuration not stated),x,-5.6%,35.6%,-8.5%,-30.8%[inhibitor],-1.5%,x,-6.9%,x
NC(=O)c1oc2ccccc2c1NC(=O)CN1CCCCC1,1.0%,-7.1%,2.1%,2.2%,i,11.6%,i,-1.3%,-7.4%
COc1ccc(NC(=O)Nc2ccc3c(c2)C(=O)N([C@H](C)CO)C[C@H](C)[C@@H](CN(C)C(=O)Nc2ccc(OC)cc2)O3)cc1,1.0%,15.6%,35.4%,3.3%,-17.0%,5.9%,i,-22.0%,4.7%
Cc1ccc2nc(NCCC(=O)O)nc(-c3ccccc3)c2c1,1.0%,-17.0%[0.397 µM],6.1%,-1.9%,i,223.4%[activator],i,139.3%[activator],-8.4%
CCN1C(=O)[C@@H]2[C@H](C1=O)[C@@H]1C(=O)Nc3ccccc3C(=O)N1[C@@H]2c1cccc(Cl)c1,0.8%,10.8%,4.8%,7.8%,-16.5%,24.0%,i,-4.5%,-2.5%
COc1ccc(C(=O)NCC(c2cccs2)N2CCc3ccccc32)cc1OC (configuration not stated),-2.2%,25.9%,19.8%,-3.6%,-14.2%,u,i,-18.7%,0.8%
COC(=O)c1ccc(/C=C/C(=O)c2cccc(OC)c2)cc1,-10.0%,2.1%,1.0%,-16.3%,-40.4%[inhibitor],7.2%,i,-9.3%,-12.7%
CC(=O)N1C(C)(C)CC(=NOC(=O)c2ccccc2)CC1(C)C,-3.3%,7.5%,-7.9%,-3.6%,-12.3%,15.3%,i,-7.1%,-0.9%
CCc1nc2c(OCc3ccccc3)cccn2c1N(C)C(=O)C(C)C,x,3.0%,-5.4%,10.7%,-22.0%,-19.2%,i,6.9%,-19.9%
Cc1ccc(CNC(=O)CS(=O)(=O)CC(=O)O)cc1,-0.4%,-3.9%,23.1%,-4.2%,i,15.4%,i,-5.1%,-3.9%
O=C(COC(=O)CNC(=O)c1cc(Cl)cc([N+](=O)[O-])c1)NC(=O)NCc1ccco1,2.1%,0.0%,x,-7.9%,3.8%,12.8%,i,-8.7%,-3.9%
CCOC(=O)c1[nH]c(C)c(C(=O)NCC2CCCO2)c1C (configuration not stated),0.7%,-2.2%,-4.3%,-5.9%,-5.9%[57.5 µM],9.0%,i,4.6%,3.1%
Cc1cc(C)n(-c2nc3c(c(=O)[nH]c(=O)n3C)n2C(C)C)n1,1.1%,-7.5%,-23.8%,-0.4%,-8.2%[57.5 µM],17.8%,i,4.1%,-0.2%
Cc1ccc(NC(=O)CC(=O)Nc2ccc(C)cc2C)c(C)c1,-0.1%,4.8%,-34.4%,-4.2%,i,u,i,6.1%,8.2%
O=C(CC1SC(=NCC2CCCO2)NC1=O)Nc1cccc2ccccc12 (configuration not stated),3.3%,-17.2%[0.397 µM],6.1%,-21.5%,8.8%,-14.8%,i,-16.1%,10.6%
O=S(=O)(c1cc(Cl)ccc1Cl)N1CC2CCCN2c2ccc(C(F)(F)F)cc21 (configuration not stated),0.6%,-12.6%,21.3%,-4.0%,-3.4%,u,i,19.7%,0.2%
O=C(O)CCCn1cc(NC(=O)COc2ccc(F)cc2)cn1,-0.6%,-12.7%,9.0%,14.4%,i,15.3%,i,-3.2%,-0.9%
O=C1S/C(=C\c2ccccn2)C(=O)N1Cc1ccccc1F,1.5%,14.8%,x,15.8%,i,-0.2%,i,4.5%,1.4%
COc1ccc(Cl)cc1NC(=O)C(C)Sc1nncn1C (configuration not stated),2.3%,7.1%,1.0%,0.4%,i,3.6%,i,-8.2%,1.0%
O=C(Nc1ncc(Cc2ccccc2)s1)c1cccs1,-2.0%,8.4%,-23.0%,35.0%,-23.8%[57.5 µM],u,i,-17.2%,-0.1%
CC(=O)c1c(C)n([O-])c2cc(C)ccc2[n+]1=O,0.0%,-8.0%,-0.8%,-13.8%,i,17.4%,i,-11.4%,0.8%
COc1ccc(NC(=S)N2CCC(c3ccccc3)C2)cc1 (configuration not stated),1.3%,17.7%,15.5%,u,-63.0%,u,i,-20.4%,-1.2%
CC1C/C(=N\NC(=O)CCc2ccc(S(=O)(=O)N3CCOCC3)cc2)CC(C)(C)C1 (configuration not stated),-1.5%,8.9%,x,-3.6%,i,9.8%,i,69.8%[activator],1.0%
COc1ccc(CCNC(=O)COC(=O)c2cccn2C)cc1,2.1%,1.9%,-2.0%,1.7%,i,-16.0%,i,-13.0%,16.4%
CCn1c2ccccc2c2cc(NC(=O)COC(=O)c3ccccc3Br)ccc21,-9.9%,1.1%,x,16.2%,i,u,i,-4.3%,16.1%
CCOc1ccc(-n2c(=O)c3sccc3n(Cc3cccc([N+](=O)[O-])c3)c2=O)cc1,2.4%,4.0%,1.2%,1.9%,-2.1%,6.4%,i,2.6%,-4.1%
Cc1ccc(N2C(=O)CC(C3CCCO3)C2=O)cc1 (configuration not stated),2.8%,-9.8%,-10.1%,8.1%,-12.7%[57.5 µM],-0.1%,i,-4.8%,-0.1%
Cc1cccc(NC(=O)CS(=O)(=O)Cc2ccccc2)n1,0.3%,-3.9%,1.2%,21.2%,i,-11.6%,i,-12.5%,-4.3%
Cc1cccc(-c2ncc(CN3CCCC(CO)(Cc4cccc(Cl)c4)C3)cn2)c1 (configuration not stated),-16.0%,9.1%,11.2%,20.2%,-30.3%[inhibitor],u,i,-8.3%,9.0%
O=C(Nc1cccc(C(F)(F)F)c1)C1CCCN(S(=O)(=O)c2cnc[nH]2)C1 (configuration not stated),2.3%,-4.4%,-3.1%,2.1%,i,u,i,-29.6%,-3.4%
COc1ccc(-n2c(=O)c3c4c(sc3n(CC(=O)NC3CCCC3)c2=O)CCCC4)c(OC)c1,2.9%,11.0%,u,5.9%,i,-8.3%,i,-0.1%,1.6%
C/C(=N\NC(=O)c1ccc(N)cc1)C1CC1,-0.2%,0.7%,4.4%,4.8%,-12.1%,9.2%,i,-7.7%,-0.4%
CCN(C(=O)COC(=O)CNS(=O)(=O)c1ccc2ccccc2c1)C1CCCCC1,-0.5%,-18.6%,27.5%,28.1%,-25.1%,3.6%,i,0.3%,7.7%
Cc1ccc2c(c1)c(N=NC(N)=S)c(O)n2Cc1ccccc1,-3.3%,-20.3%,12.2%,-4.0%,i,-3.8%,i,u,-2.3%
O=C(CSc1cn(CC(=O)N2CCCCC2)c2ccccc12)NCc1ccccc1Cl,x,0.0%,33.7%,1.2%,-17.4%,u,x,-14.6%,x
CC(=O)Nc1ccc2c(c1)nc(CCNC(=O)c1ccccc1)n2C,0.0%,9.7%,7.1%,17.0%,i,18.2%,i,-10.6%,0.5%
CC1=Nc2cccc([N+](=O)[O-])c2NC(=O)C1,0.1%,0.0%,-41.3%,-0.5%,i,44.3%[activator],i,5.6%,-3.2%

# Whole records from above. Values in the order: Mm-Cpn inhibitor, TDP43 rescue, FUS suppressor, Abeta rescue, PTHR1 agonist, GLP1R inv ag, Akt phos inh, GLP1R cytotox, aSyn yeast inh
# Shown for `O=C(CSc1cn(CC(=O)N2CCCCC2)c2ccccc12)NCc1ccccc1Cl` : x, 0.0%, 33.7%, 1.2%, -17.4%, u, x, -14.6%, x
# Shown for `CC1=Nc2cccc([N+](=O)[O-])c2NC(=O)C1` : 0.1%, 0.0%, -41.3%, -0.5%, i, 44.3%[activator], i, 5.6%, -3.2%
# Shown for `Cc1ccc2c(c1)c(N=NC(N)=S)c(O)n2Cc1ccccc1` : -3.3%, -20.3%, 12.2%, -4.0%, i, -3.8%, i, u, -2.3%
